NCI-60 one-dose screen, 48 h, at 10 µM unless noted. Numbers give growth in % (100 = growth as untreated, 0 = no growth, -100 = all killed).
T-47D = T-47D breast cancer | AID 1794792 | actives 5% (n = 79,000)
SK-MEL-5 = SK-MEL-5 melanoma; actives 6.4% (n = 80,000); AID 1794755
HS 578T = HS 578T breast cancer. actives 4.1% (n = 78,000)
MALME-3M = MALME-3M melanoma; AID 1794766; actives 5.8% (n = 78,000)
SK-MEL-2 = SK-MEL-2 melanoma; AID 1794763; actives 4.7% (n = 77,000)
LOX IMVI = LOX IMVI melanoma | actives 7.4% (n = 79,000)
SK-MEL-28 = SK-MEL-28 melanoma; actives 4.1% (n = 81,000); AID 1794761
UACC-257 = UACC-257 melanoma. AID 1794764. actives 4.4% (n = 78,000)
The depositor's hits bear a star; nt = no result given; & = joins results of further samples. How the source made its calls: active means growth percent below 10; inactive means the rest.

SMILES	T-47D	SK-MEL-5	HS 578T	MALME-3M	SK-MEL-2	LOX IMVI	SK-MEL-28	UACC-257
COc1ccc(-c2nc(-c3ccccc3)c(-c3ccccc3)n2-c2ccc(S(=O)(=O)Nc3ncccn3)cc2)cc1	16	66	54	95	85	57	76	104
NC(=O)c1noc(C(=O)c2ccccc2)c1N	100	98	112	101	nt	99	99	102
CC(=O)c1ccc([N+](=O)[O-])o1	nt	99	105	95	112	94	108	102
CC(=O)c1nnc(CCC(=O)c2nc3ccccc3[nH]2)o1	104	100	110	83	nt	91	114	106
O=C1NC(=O)C([N+](=O)[O-])=C(O)C1=O	99	99	108	100	101	99	111	95
O=C1c2ccccc2-n2c1nc1ccccc1c2=O	50	92	93	100	94	76	108	88
CCOC(=O)CSc1nc2ccccc2c(=O)n1-c1cc(C)ccc1Cl	92	94	99	112	109	102	109	106
COc1ccc(-c2nnc(COc3ccc(NS(=O)(=O)c4ccccc4)cc3F)o2)cc1	82	86	109	122	120	97	110	115
COC(=O)[C@@H](NC(=O)c1cccc(-c2cc(=O)c3c(OC)c(OC)c(OC)cc3o2)c1)C(C)C	86	98	108	100	109	107	105	106
O=C(/C=C(/C=C/c1ccc(SC(F)(F)F)cc1)OB(F)F)/C=C/c1ccc(SC(F)(F)F)cc1	79	96	97	101	100	82	103	99

Compound profiles (already shown):
Results for O=C(/C=C(/C=C/c1ccc(SC(F)(F)F)cc1)OB(F)F)/C=C/c1ccc(SC(F)(F)F)cc1 = T-47D: 79; SK-MEL-5: 96; HS 578T: 97; MALME-3M: 101; SK-MEL-2: 100; LOX IMVI: 82; SK-MEL-28: 103; UACC-257: 99
Results for CC(=O)c1ccc([N+](=O)[O-])o1 = T-47D: nt; SK-MEL-5: 99; HS 578T: 105; MALME-3M: 95; SK-MEL-2: 112; LOX IMVI: 94; SK-MEL-28: 108; UACC-257: 102

The results go on.
SMILES	T-47D	SK-MEL-5	HS 578T	MALME-3M	SK-MEL-2	LOX IMVI	SK-MEL-28	UACC-257
Cc1nc2ncccc2nc1Nc1ccc(S(=O)(=O)Nc2cncs2)cc1	83	101	93	103	103	83	110	101
Cc1cc(S(=O)(=O)O)cc(C)c1N	nt	112	106	139	117	95	114	104
COc1ccc(/C=C/C(=O)n2nc(-c3ccccc3)nc2-c2ccccc2)cc1	101	100	105	111	109	102	111	nt
COc1ccc(/C(=N\N=C(N)N)c2ccc(Cl)cc2)cc1OC	68	93	67	90	100	58	96	90
O=C(Nc1ccc(F)cc1)Nc1ccc(Br)c(C(F)(F)F)c1	-4.7*	4.5*	35	-6.1*	-11*	-17*	21	1.5*
CCC(C)C1NC(=O)C(NC(=O)c2c3nc4c(C(=O)NC5C(=O)NC(C(C)CC)C(=O)N6CCCC6C(=O)N(C)CC(=O)N(C)C(C(C)C)C(=O)OC5C)ccc(C)c4oc-3c(C)c(=O)c2N)C(C)OC(=O)C(C(C)C)N(C)C(=O)CN(C)C(=O)C2CCCN2C1=O (stereo not given)	-8.3*	nt	nt	-74*	-43*	0.2*	nt	-8.3*
CCOC(=O)CC[C@H](NC(=O)c1ccc(N)c2ccccc12)C(=O)OCC	113	102	98	110	86	98	114	92
COc1cc(-c2nc3cc4nc5ccccc5[nH]c4cc3n2)ccc1O	52	59	87	100	105	67	114	99
O=C(O)c1ccc(NC2=C(I)C(=O)c3ncccc3C2=O)cc1	103	100	105	104	109	97	128	102
Cc1c(N)cc2c(c1N)C(C)(C)CC2(C)C	101	109	110	135	104	97	120	103
O=[N+]([O-])c1ccc2c(c1)/C(=N/O)c1ccccc1-2	82	99	112	90	106	101	102	103
O=C1OCC2=C1C(c1cccc(F)c1)c1cc3c(cc1N2CCO)OCO3 (stereo not given)	21	23	18	53	26	35	59	75
Cc1nc2ccccc2n1C(=O)C[C@@H]1NC(=O)NC1=O	98	100	105	107	104	95	118	115
COc1ccc(/C=C/C(=O)Oc2ccc(/C=C/c3cc(OC(=O)/C=C/c4ccc(OC)c(OC)c4)cc(OC(=O)/C=C/c4ccc(OC)c(OC)c4)c3)cc2)cc1OC	84	92	93	101	88	101	104	74
CS(=O)(=O)c1cc(=O)[nH]c(=O)[nH]1	106	99	106	112	109	99	109	99
CCOC(=O)C(C(=O)OCC)C(C)CC (stereo not given)	93&103	105&99&103	107&136	112&102&128	125&109	67&92&98	108&114	96&116&106
O=C1/C(=C/c2ccccc2)CC/C1=C\c1ccccc1	83	105	125	99	114	110	123	109
Cc1cc(C)n(/N=C/c2ccco2)c(=O)c1C#N	106	108	114	121	97	105	105	99
CCCCCCNC(=O)Oc1ccc(/C(=C(/C)c2ccc(OC)cc2)c2ccc(OCCN3CCCCCC3)cc2)cc1	-19*	61	9.9*	-35*	74	-94*	-36*	9.1*
COc1ccc(NC(=O)Cc2ccc(N=C(N)N=C(N)N)cc2)cc1	107	102	106	115	106	100	112	100
CCC(=O)C1CCCC(C)C2CC(C)(C)C2/C=C/1C (stereo not given)	84	109	102	102	103	nt	104	108
C/C(=N\NC(=O)Cn1c(C(C)C)nc2ccccc21)c1ccccc1	99	92	76	120	110	104	108	98
C=CCOC1OC(CO[Si](C)(C)C(C)(C)C)C(OCc2ccccc2)C(OCc2ccccc2)C1OCc1ccccc1 (stereo not given)	94	90	91	92	94	98	113	86
COc1ccc(/C=N\NC(=O)C[N+](C)(C)C)cc1	91	105	nt	100	86	102	104	100
O=C(CCl)Oc1ccccc1C(=O)O	98	100	99	94	114	88	113	nt
CCCCCCCCCC(=O)OC1CC(C)=C2C(=O)C=C(C)[C@@H]2[C@H]2OC(=O)[C@H](C)[C@H]12 (stereo not given in full)	115	46	108	96	108	99	92	98
Cc1ccc(NC(=O)c2sc3nc(C)c(C(=O)c4ccc(C(F)(F)F)cc4)cc3c2N)cc1	93	101	100	106	102	98	106	110
COc1cc(OC)cc(C(=O)O)c1	111	107	nt	95	102	nt	125	96
NC(N)=N/N=C/c1ccc(Cl)cc1	92	75	75	88	96	86	93	81
COc1ccc(OC)c2nc3c(nc12)[nH]c1ccccc13	64	97	98	105	101	92	115	103

A different layout for 3 compounds above:
Each structure is followed by: T-47D	SK-MEL-5	HS 578T	MALME-3M	SK-MEL-2	LOX IMVI	SK-MEL-28	UACC-257
CCCCCCCCCC(=O)OC1CC(C)=C2C(=O)C=C(C)[C@@H]2[C@H]2OC(=O)[C@H](C)[C@H]12 (stereo not given in full)
 : 115	46	108	96	108	99	92	98
Cc1ccc(NC(=O)c2sc3nc(C)c(C(=O)c4ccc(C(F)(F)F)cc4)cc3c2N)cc1
 : 93	101	100	106	102	98	106	110
NC(N)=N/N=C/c1ccc(Cl)cc1
 : 92	75	75	88	96	86	93	81

(listing goes on)
SMILES	T-47D	SK-MEL-5	HS 578T	MALME-3M	SK-MEL-2	LOX IMVI	SK-MEL-28	UACC-257
CCCCOc1ccc(C(=O)Nc2cc(C)on2)cc1	108	101	112	122	121	105	109	104
O=C1[C@@H]2Cc3c([nH]c4ccccc34)[C@H](c3c(Cl)cccc3Cl)N2C(=O)CN1C1CCN(CC2CCCCC2)CC1	61	50	19	81	105	-81*	94	91
O=C1c2cccc3c(-c4ccc5c(c4)ncn5C4CCCCC4)ccc(c23)C(=O)N1c1ccc(F)cc1	63	74	94	87	105	88	104	100
Cn1c(=O)c2c(ncn2Cc2ccc(O)c([N+](=O)[O-])c2)n(C)c1=O	108	102	104	nt	115	96	115	100
COc1cc2c(c(OC)c1OC)C(=O)CC(c1cccc(NC(=O)c3cc(NC(=O)[C@@H](N)Cc4ccccc4)ccc3C)c1)O2 (stereo not given in full)	61	79	90	87	92	nt	101	94
CC(=Nc1ccccc1)C1=C(O)C(CC(C)C)NC1=O (stereo not given)	114	nt	97	109	84	105	104	99
CC12CCC(=O)C=C1CCC1C2[C@@H](O)CC2(C)C1CC[C@]2(O)C(=O)COP(=O)(O)O (stereo not given in full)	108	101	123	75	134	101	101	111
CSc1nn2c(-c3cccs3)ccnc2c1C#N	85	99	101	110	93	99	109	105
CC(=O)Nc1c(C)cccc1C	106	104	100	104	101	91	109	87
Cc1ccc(S(=O)(=O)Nc2ccc3ccccc3c2[N+](=O)[O-])cc1	99	nt	98	117	116	97	123	nt

Of the compounds above, three have two or more sulfur atoms:
SMILES	T-47D	SK-MEL-5	HS 578T	MALME-3M	SK-MEL-2	LOX IMVI	SK-MEL-28	UACC-257
O=C(/C=C(/C=C/c1ccc(SC(F)(F)F)cc1)OB(F)F)/C=C/c1ccc(SC(F)(F)F)cc1	79	96	97	101	100	82	103	99
Cc1nc2ncccc2nc1Nc1ccc(S(=O)(=O)Nc2cncs2)cc1	83	101	93	103	103	83	110	101
CSc1nn2c(-c3cccs3)ccnc2c1C#N	85	99	101	110	93	99	109	105

The listing continues.
SMILES	T-47D	SK-MEL-5	HS 578T	MALME-3M	SK-MEL-2	LOX IMVI	SK-MEL-28	UACC-257
O=S(=O)(Oc1ccc(Cl)cc1)c1cccc2cccnc12	111	100	105	135	103	106	184	95
Cc1c(C(c2ccccc2)c2ccccc2)ccc(C(c2ccccc2)c2ccccc2)c1N	77	100	104	104	96	94	107	92
Cc1ccc(S(=O)(=O)Nc2ccc(-c3cc(-c4cccc(F)c4)c(C#N)c(=O)[nH]3)cc2)cc1	42	82	90	93	112	nt	97	103
CCN(CC)CCOC(=O)c1ccc(NC(CO)CN(CC)CC)cc1 (stereo not given)	101	113	113	107	95	102	105	100
CC(=O)N1N=C(c2ccc(Cl)cc2)CC1c1sc(N(C)Cc2ccccc2)nc1Cl (stereo not given)	63	95	105	94	98	91	108	99
O=C(O)c1cn(C2CC2)c2cc(N3CCN(S(=O)(=O)c4ccc(Cl)c(Cl)c4)CC3)c(F)cc2c1=O	16	2.1*	nt	-1.1*	-9.6*	1.2*	49	8.9*
CCOc1ccccc1NC(=O)c1cc(-c2ccc(C)cc2)n(-c2ccc(S(C)(=O)=O)cc2)n1	87	100	112	125	99	93	112	107
Clc1ccc(Cn2c(-c3cccs3)nc3ccccc32)cc1	79	70	81	110	109	73	91	90
NS(=O)(=O)c1ccc(-n2c(-c3ccccc3)nc(/C=C3\C=Nc4ccccc43)c2O)cc1	77	96	99	114	103	104	111	96
CN1C(=O)C2(Nc3cc(Cl)ccc3S2)c2cc(Cl)ccc21 (stereo not given)	72	85	91	113	108	79	101	101
COc1ccc(S(=O)(=O)NCCNc2nccc(-c3c(-c4ccc(F)cc4)nc4sccn34)n2)cc1	66	61	88	66	80	57	79	83
CCCCNC(=O)CCCNc1ncnc2c1ncn2-c1ccccc1	90	99	87	97	95	98	102	98
Cc1ccc(-c2c3c(nc4c2c(C)nn4-c2ccccc2)NC(c2ccc(C)cc2)NC3)cc1 (stereo not given)	92	100	107	95	98	92	109	86
COc1cc2c(c(OC)c1OC)CCC(c1cccc(NC(=O)c3ccccc3)c1)O2 (stereo not given)	59	85	96	96	83	91	98	81
CC1=NN(c2cn3c(-c4ccc(C)cc4)csc3n2)C(=O)C1	81	90	109	107	114	93	99	100
CC(C)c1ccc(C2=C/C(=C\c3ccc(F)cc3)C(=O)N2CCc2ccc(S(N)(=O)=O)cc2)cc1	99	101	101	103	106	100	102	99
COc1ccc(/C=C2/SC(N3CCN(c4ccccc4)CC3)=NC2=O)c(OC)c1OC	67	89	83	76	97	85	105	102
O=C(O)c1ccc(S(=O)(=O)N/N=C/c2c[nH]c3ccccc23)cc1	101	96	104	102	102	90	106	95
CC(=O)Oc1ccccc1C(=O)Nc1ccc(C(=O)/C=C/c2ccccc2)cc1	95	101	110	110	122	107	101	120
COc1ccc(Cn2cc3c(c2)-c2[nH]c(=O)ncc2CC3)cc1	97	109	115	136	121	105	116	119
O=C1CC(c2cccs2)c2sccc2N1 (stereo not given)	95	91	95	101	90	100	111	110
COc1ccc(/C=C/C(=O)c2c(C)nc3ccccc3c2/C=C/c2ccccc2)c(OC)c1	55	86	82	106	96	84	108	104

In the list so far, three contain a cyano group.
SMILES	T-47D	SK-MEL-5	HS 578T	MALME-3M	SK-MEL-2	LOX IMVI	SK-MEL-28	UACC-257
Cc1cc(C)n(/N=C/c2ccco2)c(=O)c1C#N	106	108	114	121	97	105	105	99
CSc1nn2c(-c3cccs3)ccnc2c1C#N	85	99	101	110	93	99	109	105
Cc1ccc(S(=O)(=O)Nc2ccc(-c3cc(-c4cccc(F)c4)c(C#N)c(=O)[nH]3)cc2)cc1	42	82	90	93	112	nt	97	103

Bioassay records as filed in PubChem BioAssay.
